GalR3 antagonist: GalR3 antagonists in HEK293 cells, primary screen, cell-based, fluorescence readout | Galanin receptor type 3 (Homo sapiens), O60755 | HEK293 GalR3-CNG cAMP membrane potential fluorescence; galR3 body fused to GalR1 C-terminus | inhibition, % at 3 µM | actives 0.44% (n = 360,000) | AID 651719, 2012;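 active = inhibition above the screen-wide average plus 3 SD, cut at about 13% in these data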;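 note: forskolin and galanin both at EC90 stimulate the cells; cAMP rise reported by CNG channel membrane potential dye signal; 0% = forskolin plus galanin with DMSO and 100% = forskolin alone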
Target sequence (O60755 1-299 limits assumed): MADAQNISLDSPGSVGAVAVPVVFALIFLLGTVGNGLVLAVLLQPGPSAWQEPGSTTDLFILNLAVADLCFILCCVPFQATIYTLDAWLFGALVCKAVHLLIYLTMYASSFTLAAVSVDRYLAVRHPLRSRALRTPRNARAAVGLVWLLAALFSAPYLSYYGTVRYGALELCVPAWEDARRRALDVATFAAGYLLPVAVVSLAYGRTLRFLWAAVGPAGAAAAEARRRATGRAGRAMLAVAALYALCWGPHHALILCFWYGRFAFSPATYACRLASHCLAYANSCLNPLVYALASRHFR
OXTR agonist: human OXTR agonists, primary screen, fluorescence, CHO-OTR cells, Fluo-8 calcium; Oxytocin receptor (Homo sapiens), P30559; Fluo-8 calcium fluorescence; normalized: DMSO 0%, oxytocin 100%; activation, % at 3 µM; actives 0.32% (n = 320,000); AID 2435, 2010;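 active = activation above the mean of all tested compounds plus 3 SD, cutoff set per screening run, cut at about 20% in these data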;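 note: peak over basal fluorescence ratio from a 100 s FLIPR kinetic read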
FID counter: compounds displacing fluorescent DNA intercalator, primary screen, artefact control for HCV NS3 helicase inhibitor project, biochemical, FID fluorescence; DNA fluorescent intercalator displacement; inhibition, % at 7.9 µM; actives 0.17% (n = 290,000); AID 1845, 2009; in the data active = inhibition above about 37%;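 note: 0% = vehicle and 100% = reference compound; higher means more ethidium bromide displaced from hairpin DNA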
NS3 helicase inh: inhibitors of HCV NS3 helicase, primary screen, biochemical, Cy5 molecular beacon fluorescence; actives 0.56% (n = 290,000); inhibition, % at 10.9 µM; AID 1800, 2009; NS3 helicase DNA unwinding; Hepatitis C virus NS3 helicase;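 active = inhibition above the mean of all tested compounds plus 3 SD, set per campaign, cut at about 35% in these data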;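 note: 0% = DMSO wells and 100% = thioflavine S control wells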
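Assay system: hepatitis C virus NS3 helicase domain fragment enzyme. Also added: annealed dual-labelled DNA beacon duplex, ATP-started. Timing: 1 h reaction at 25 °C, ATP-initiated. Technique: Cy5 fluorescence at 0 and 60 min, beacon hairpin quenching. Evaluation: % inhibition of unwinding. Replication: one well per compound.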
GPR7 antagonist: GPR7 receptor antagonists, primary screen, cell-based, fluorescence, single concentration | Neuropeptides B/W receptor type 1 (Homo sapiens), P48145 | GPR7-expressing cells, fluorescence antagonist assay | inhibition, % at 4.4 µM | actives 1.1% (n = 290,000) | AID 1861, 2009; in the data active = inhibition above about 16%, passing the limit was not always enough;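 note: cells stimulated with the agonist NPW; 0% = agonist with vehicle and 100% = vehicle without agonist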
VIM-2 inhibitor: VIM-2 metallo-beta-lactamase inhibitors, primary screen, biochemical, epi-absorbance readout, Pseudomonas aeruginosa enzyme | purified VIM-2, nitrocefin hydrolysis, epi-absorbance fluorescence | inhibition, % at 5.6 µM | actives 0.89% (n = 290,000) | AID 1527, 2009;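 active = inhibition above the mean of all tested compounds plus 3 SD, cutoff set per screening run, cut at about 7.5% in these data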;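 note: red hydrolysis product quenches plate fluorescence so inhibitors raise well fluorescence; 0% = enzyme with DMSO and 100% = DMSO without enzyme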
PHOSPHO1 inh: PubChem AID 1565; Phosphoethanolamine/phosphocholine phosphatase (Homo sapiens), Q8TCT1; recombinant PHOSPHO1, absorbance phosphatase assay; inhibition, % at 13.3 µM; actives 1.1% (n = 290,000); in the data active = inhibition above about 60%
Target sequence (Q8TCT1 whole entry, looked up): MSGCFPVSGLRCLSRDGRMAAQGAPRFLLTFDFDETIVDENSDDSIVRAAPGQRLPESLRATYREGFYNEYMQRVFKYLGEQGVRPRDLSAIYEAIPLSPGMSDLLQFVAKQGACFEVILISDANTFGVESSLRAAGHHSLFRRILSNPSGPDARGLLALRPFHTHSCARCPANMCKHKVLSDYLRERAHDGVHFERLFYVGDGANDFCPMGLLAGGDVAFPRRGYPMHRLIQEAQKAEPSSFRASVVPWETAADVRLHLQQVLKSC
IMP-1 inh: IMP-1 metallo-beta-lactamase inhibitors, primary screen, biochemical, epi-absorbance readout, Pseudomonas aeruginosa enzyme | inhibition, % at 5.6 µM | AID 1556, 2009 | purified IMP-1, nitrocefin hydrolysis, epi-absorbance fluorescence | actives 0.45% (n = 290,000);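 active = inhibition above the mean plus 3 SD of all compounds in the same screening run, cut at about 4.5% in these data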;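 note: 0% = IMP-1 with DMSO and 100% = DMSO wells lacking enzyme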
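System: Purified recombinant IMP-1 metallo-beta-lactamase enzyme | Measured by: Fluorescence quenching readout, ex 480/em 530 nm | Replication: Singlicate | Incubation: 15 min preincubation plus 25 min reaction at 25 °C | Evaluation: Percent inhibition from optical density relative to buffer-blank wells | Benchmarks: DMSO with and without IMP-1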
V1aR counter: agonists of human V1a receptor, primary screen, counter-screen for OXTR agonist project, fluorescence, CHO-V1R cells; Fluo-8 calcium fluorescence, agonist mode; 0% DMSO, 100% 3 nM vasopressin; Vasopressin V1a receptor (Homo sapiens), P37288; activation, % at 3 µM; actives 0.25% (n = 320,000); AID 2797, 2010;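 active = activation above the mean activation of all tested compounds plus 3 SD, per screening run, cut at about 20% in these data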;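 note: signal is peak over basal fluorescence ratio across a 100 second FLIPR read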
Target sequence (P37288 whole entry, looked up): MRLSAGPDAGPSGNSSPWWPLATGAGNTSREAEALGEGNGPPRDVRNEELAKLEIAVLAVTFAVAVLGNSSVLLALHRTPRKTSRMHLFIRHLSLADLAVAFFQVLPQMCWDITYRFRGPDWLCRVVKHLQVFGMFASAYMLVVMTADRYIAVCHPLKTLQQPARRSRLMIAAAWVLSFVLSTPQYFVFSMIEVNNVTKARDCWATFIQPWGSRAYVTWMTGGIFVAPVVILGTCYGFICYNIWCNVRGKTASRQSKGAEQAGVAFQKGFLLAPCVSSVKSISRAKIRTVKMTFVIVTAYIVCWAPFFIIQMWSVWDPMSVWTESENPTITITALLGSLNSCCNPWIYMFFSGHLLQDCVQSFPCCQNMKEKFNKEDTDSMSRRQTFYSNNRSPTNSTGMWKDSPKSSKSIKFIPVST
Starred values were filed as active, the others as inactive; . = not tested or not shown.

SMILES	GalR3 antagonist	OXTR agonist	FID counter	NS3 helicase inh	GPR7 antagonist	VIM-2 inhibitor	PHOSPHO1 inh	IMP-1 inh	V1aR counter
Cc1ccc(Cl)cc1NC(=O)CCC(=O)NCc1ccco1	-4	-0.3	-2	-4	-18	-1.5	19	-4.0	0.7
Cc1ccccc1Nc1nc(N)nc(COC(=O)c2cccc(S(=O)(=O)N(C)c3ccccc3)c2)n1	-10	-0.3	-21	1	-20	-1.8	28	-2.0	1.7
COc1ccc(Cl)cc1N1C(=O)c2cccnc2C1=O	-8	-0.3	0	4	4	3.4	26	-2.6	0.3
CC(=O)c1cccc(NC(=O)c2cc3nc(C)cc(C)n3n2)c1	0	-0.9	-18	0	-8	2.0	-2	-0.3	0.9
Cc1cccc(N2CCN(C(=O)c3cc4cc(F)ccc4[nH]3)CC2)c1C	.	-0.9	-16	-3	-23	1.6	24	-1.3	-0.1
COc1cc(/C=N/NC(=O)C2(O)c3ccccc3-c3ccccc32)ccc1O	-3	2.8	-5	2	-6	-1.9	2	-2.5	3.1
Cc1onc(-c2ccccc2)c1-c1csc(N/N=C/c2ccccc2Cl)n1	-3	-0.9	-6	-7	-10	-4.0	44	-3.6	-0.1
Cc1nc(NCCOc2ccccc2)sc1C(=O)Nc1ccccc1	0	-3.2	-24	-2	-11	-4.1	16	-3.5	-0.5
CCCCCn1c(N)c(-c2nc3ccccc3o2)c2c([N+](=O)[O-])nn(CC)c(=O)c21	-2	-2.5	-3	7	-2	-2.7	-23	-2.4	0.1
Cc1ccc(C)c(Nc2ncnc3nc[nH]c23)c1	1	-0.3	2	1	-1	-6.4	7	-3.7	-0.3
COc1cc(C=O)ccc1OCCOCCOc1ccccc1Cl	1	0.9	-17	11	6	-2.6	-3	-3.0	-0.8
Cc1cc(C)n2nc(-c3ccc(Br)cc3)cc2n1	0	-2.0	-11	-6	-2	-0.5	-3	-1.1	0.1
COC(=O)c1c(NC(=O)C(=O)N2CCOCC2)sc2c1CCC2	0	-0.1	-37	10	-9	11*	17	0.9	1.3
Cc1nc2ccc(C(=O)N3CCN(c4ccccn4)CC3)cc2s1	-3	-0.3	-17	-7	3	0.0	-27	-0.5	1.5
CC1CC(C)CN(C(=O)C2CCN(S(=O)(=O)c3ccc4c(c3)CC(C)N4C(=O)C3CC3)CC2)C1 (stereo unspecified)	-5	0.2	-56	-11	0	-2.1	22	-4.1	1.6
O=C1CSC(c2ccccc2)N1c1ccc(F)cc1F (stereo unspecified)	-12	-1.2	-10	-4	-3	-3.6	30	-3.6	-0.5
O=C(OCC(=O)N(C1CCCCC1)C1CCCCC1)c1ccc(O)cc1	-9	-0.9	-14	4	-3	-1.6	37	-0.8	-1.4
COC(=O)C(NC(=O)c1ccccc1)c1ccccc1 (stereo unspecified)	-4	-0.2	2	-2	7	0.8	1	-0.9	-0.1
CSc1ccc(CCNC(=O)CCc2nnc3ccc(N4CCCCC4)nn23)cc1	-1	-1.2	-53	-6	-1	-1.5	-42	-3.3	-0.5
Cc1cc(C)c2oc(-c3cccc(NC(=O)c4ccc(F)cc4)c3)nc2c1	-1	-0.6	1	-6	-3	-1.1	5	-2.2	0.0
CN1CCN(c2ccccc2NC(=O)c2cccc([N+](=O)[O-])c2)CC1	-4	0.3	9	3	-12	-1.0	29	-1.8	-0.1
COC(=O)c1ccc(N2CCN(S(=O)(=O)c3ccc4ccccc4c3)CC2)c([N+](=O)[O-])c1	-8	3.6	-3	-10	8	-2.5	14	-1.8	5.5
Cc1cc(N2CCC(C)CC2)n2nc(C)c(-c3ccccc3)c2n1	-5	-0.9	3	1	-16	-2.7	-12	-0.9	-1.5
CC(C)(C)c1ccc(NC(=O)c2c(F)cccc2Cl)cc1	-2	-2.8	-15	-5	4	-2.2	3	-1.7	-2.0
Cc1ccc(OCCn2cc(/C(N)=N/O)c3ccccc32)cc1C	-4	0.8	5	-40	-1	-2.7	5	-5.1	0.4

(list continues)
SMILES	GalR3 antagonist	OXTR agonist	FID counter	NS3 helicase inh	GPR7 antagonist	VIM-2 inhibitor	PHOSPHO1 inh	IMP-1 inh	V1aR counter
O=C(c1cc(COc2cccc(C(F)(F)F)c2)on1)N1CCC(c2ccccc2)CC1	0	4.4	-33	-13	-12	-0.1	37	-2.4	3.4
O=C(CN1CCN(c2nc(-c3ccccc3)cs2)CC1)NNC(=O)c1ccc(Br)cc1	-9	4.3	-17	-9	-6	-2.8	4	-3.1	4.5
COC(=O)c1cc2sccc2n1CC(=O)Nc1cccc(SC)c1	-3	3.8	-3	0	2	-1.4	-6	-3.1	7.3
COC(=O)c1sccc1NC(=S)N1CCC(C)CC1	-2	-2.2	0	-6	1	-0.3	1	-2.0	-1.6
CCC(C)n1cnc2c(c1=O)c1nc3ccccc3nc1n2Cc1ccc(OC)cc1 (stereo unspecified)	-6	-1.5	-14	-5	-15	1.0	31	-1.8	-1.1
COc1cc([N+](=O)[O-])c2ncsc2c1	0	-0.1	-2	-8	0	-0.3	-19	-0.7	0.9
O=C(N1CCCCCC1)N1CCN(S(=O)(=O)c2cccc([N+](=O)[O-])c2)CC1	0	0.7	-33	16	16	0.2	10	0.9	1.2
COc1ccc(/C=C(\NC(=O)c2cccs2)C(=O)Nc2ccc(C)cc2)cc1OC	-3	-0.5	-15	9	-4	-3.6	-9	-3.1	1.5
CCN(CC)c1ccc(CNc2nc3ccccc3n2C)cc1	5	2.3	3	-13	-18	-1.2	46	-1.5	-0.3
O=C1NC(=S)S/C1=C\c1cc2ccccc2nc1N1CCCCC1	-2	0.2	-5	21	-6	-0.4	27	-2.9	1.9
CSc1ccc(NC(N)=S)cc1	-5	-0.7	-1	5	-11	-1.0	34	-0.2	0.4
CCOC(=O)c1ccc(NC(=S)NNC(=O)C2(C)CC2(Cl)Cl)cc1 (stereo unspecified)	2	0.9	-8	-4	-7	-4.6	-2	-4.1	3.2
COC(=O)c1ccc(N2NC(=O)/C(=C/c3cc(OC)c(O)c(OC)c3)C2=O)cc1	-6	2.9	4	61*	-12	-9.2	1	-3.4	0.0
COC(=O)c1ccc(Nc2nc(N3CCOCC3)nc(N3CCOCC3)n2)cc1	2	-0.7	-21	-6	-9	-1.1	28	-2.2	-0.1
CC1=C(C(=O)OCc2ccccc2)C(c2cccs2)N2C(=O)CCSC2=N1 (stereo unspecified)	-3	-2.6	-26	-9	-4	-0.5	-10	-1.6	-0.1
Cc1cc(C(=O)OCC(N)=O)c(C)n1-c1ccccc1	-3	-0.5	-4	11	-1	-0.1	2	-2.6	0.9
OC(COc1ccc(F)cc1)CN1CCN(CC(O)COc2ccc(F)cc2)CC1 (stereo unspecified)	-12	5.1	10	-7	0	-2.7	50	-2.8	2.3
O=C(NC(=S)Nc1cccc(C(F)(F)F)c1)c1csnn1	5	-1.0	-8	19	-16	-3.1	37	-3.4	-0.8
CC1=C(C#N)c2nc(N)c(C#N)c(C)c2/C1=C\c1ccc(-c2ccccc2C(=O)O)o1	-2	.	-18	16	-8	-0.5	-23	-1.8	.
Cc1c(C(=O)N2CCN(C(=O)c3ccco3)CC2)sc2nc(-c3ccc(F)cc3)cn12	.	4.4	-24	6	-3	-2.1	8	-1.1	2.8
COc1cc(/C=N/OCC(=O)NC2CCCCC2)ccc1OCc1ccccc1	-4	0.0	-15	0	0	-2.4	-2	-0.4	4.5
CN(C)CCNC(=O)/C(=C/c1ccc(-c2ccc(Cl)cc2)o1)NC(=O)c1ccccc1	-5	0.0	22	-68	11	-1.9	-19	-1.0	0.0
CC(C)Cc1nc2ccccc2n1CCc1ccccc1	-6	-2.1	0	-8	-4	-1.6	0	-2.8	-0.7
Cc1cc(C(=O)N/N=C/c2c(C)nn(-c3ccccc3)c2C)c(C)o1	1	-0.4	-28	7	-7	-2.4	4	-2.1	0.9
COc1cc2ccccc2cc1C(=O)N(CCN(C)C)c1nc2c(F)cccc2s1	0	-0.6	18	-89	-4	0.1	14	-1.7	-0.4

Continued.
SMILES	GalR3 antagonist	OXTR agonist	FID counter	NS3 helicase inh	GPR7 antagonist	VIM-2 inhibitor	PHOSPHO1 inh	IMP-1 inh	V1aR counter
O=C(/C(=C/c1cccnc1)n1ccnc1)c1ccc(Cl)cc1Cl	-6	-1.4	-7	-10	-10	-2.3	37	-3.8	-2.4
COc1ccc(NC(=O)c2cc3c(CO)cnc(C)c3oc2=Nc2cc(OC)cc(OC)c2)cc1	0	0.0	-11	0	37*	1.5	34	2.2	0.7
CCCCC(O)(CCCC)C(=O)NN(C(=O)OCC)c1ccccc1	-3	-2.4	-11	4	32*	-1.9	4	-1.6	-0.5
CCNc1ccc(C(=O)OCC)cc1NC(=O)c1cccc(N(C)C)c1	-6	-1.5	-26	2	8	-2.7	22	-4.0	-0.5
NC(=O)c1nsc(C(=O)N(c2ccc3c(c2)OCO3)C(C(=O)NCC2CCCO2)c2ccc(F)cc2)c1N (stereo unspecified)	-8	1.5	-32	-7	-3	-3.1	36	3.1	1.1
CCOP(=O)(O)c1cccc(OCCOCCOc2cccc(P(=O)(O)OCC)c2)c1	-8	0.9	2	-2	-14	-2.2	9	-4.1	0.0
C=CCN1c2ccccc2[C@]23C[C@@H](C(=O)OC)N(C(=O)c4cccs4)C2=NC(C(=O)OC)=C(C(=O)OC)[C@H]13	-2	-1.9	.	.	.	.	18	.	-0.5
CC(C)(C)C1c2[nH]c3ccccc3c2CCN1Cc1cccc(OCCO)c1 (stereo unspecified)	-7	3.8	-4	-14	0	-0.2	45	0.8	1.9
Cc1ccc(F)cc1NC(=O)C1CCCN(c2ncccn2)C1 (stereo unspecified)	-1	0.0	6	-8	-12	0.4	-14	-1.4	0.2
CC(=O)Nc1ccc(S(=O)(=O)Nc2ccc(=O)n(Cc3ccc(Cl)c(Cl)c3)c2)cc1	3	-1.0	1	-9	-3	-0.1	3	-2.8	-0.8
